Screening data as filed in PubChem.
CHRM5 PAM – CHRM5 positive allosteric modulation | CHO-K1 hM5, Fluo-8 calcium, ACh EC20 PAM; 0% = ACh EC20, 100% = ACh EC100 | activation, % at 3 µM | 360,000 tested, 0.3% active;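 active means activation above the run cutoff, the mean activation of all test compounds plus 3 SD, cut at about 18% in these data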
Target sequence (P08912 whole entry, looked up): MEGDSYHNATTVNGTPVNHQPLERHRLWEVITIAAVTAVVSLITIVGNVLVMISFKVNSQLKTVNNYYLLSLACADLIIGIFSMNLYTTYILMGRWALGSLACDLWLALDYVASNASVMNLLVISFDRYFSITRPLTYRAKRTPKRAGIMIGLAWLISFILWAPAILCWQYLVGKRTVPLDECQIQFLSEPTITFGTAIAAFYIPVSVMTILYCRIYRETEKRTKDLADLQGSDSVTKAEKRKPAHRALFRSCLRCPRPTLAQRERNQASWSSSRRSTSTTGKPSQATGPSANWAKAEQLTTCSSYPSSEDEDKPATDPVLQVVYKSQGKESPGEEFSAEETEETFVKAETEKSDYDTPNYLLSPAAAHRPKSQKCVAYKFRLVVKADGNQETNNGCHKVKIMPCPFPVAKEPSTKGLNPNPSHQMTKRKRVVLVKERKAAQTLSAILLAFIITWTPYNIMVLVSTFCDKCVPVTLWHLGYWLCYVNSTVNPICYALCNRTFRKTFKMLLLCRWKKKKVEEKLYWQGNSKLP
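Assay system – human M5 receptor in CHO-K1 cells · Read-out – % activation, ACh-normalized · Technique – Fluo-8 calcium fluorescence · Dosing – single-point, 3 µM nominal · Incubation – Fluo-8 loading 80 min at 37 °C plus 30 min room temperature · Repeats – singlicate, one well per test compound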
CHO-K1 Ca PAM – M1 PAM counterscreen hit in parental CHO-K1 cells; ATP EC20, Fluo-8 calcium fluorescence; 0% at ATP EC20, 100% at ATP max; activation, % at 3 µM; 360,000 tested, 0.02% active; AID 602247;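 active means activation above the run cutoff, the mean activation of all test compounds plus 3 SD, cut at about 40% in these data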;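 further: peak over basal fluorescence ratio in a 140 s read after ATP addition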
CHRM4 PAM – CHRM4 positive allosteric modulation; P08173; activation, % at 3 µM; CHO-K1 hM4/Gqi5, Fluo-8 calcium fluorescence, ACh EC20; 0% = ACh EC20, 100% = maximal ACh; AID 624126; 360,000 tested, 0.4% active;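 active means activation above its plate's cutoff, the mean activation of sample wells plus 3 SD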; further: some results filed as inactive read as strong as hits
Target sequence (P08173 whole entry, looked up): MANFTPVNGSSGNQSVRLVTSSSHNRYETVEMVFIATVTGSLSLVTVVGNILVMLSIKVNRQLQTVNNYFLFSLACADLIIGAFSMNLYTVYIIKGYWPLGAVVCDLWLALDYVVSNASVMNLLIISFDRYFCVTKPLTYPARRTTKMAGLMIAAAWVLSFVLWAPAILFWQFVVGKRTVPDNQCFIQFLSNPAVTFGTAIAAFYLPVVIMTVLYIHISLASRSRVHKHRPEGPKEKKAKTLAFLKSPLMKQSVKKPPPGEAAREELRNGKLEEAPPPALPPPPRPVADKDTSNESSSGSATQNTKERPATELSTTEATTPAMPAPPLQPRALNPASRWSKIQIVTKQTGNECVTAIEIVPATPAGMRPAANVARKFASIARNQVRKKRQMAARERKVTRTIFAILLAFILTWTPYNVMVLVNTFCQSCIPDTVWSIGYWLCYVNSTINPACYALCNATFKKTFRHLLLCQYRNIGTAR
CHO-K1 Ca antag – M1 antagonist counterscreen hit in parental CHO-K1 cells | ATP-induced calcium, Fluo-8 fluorescence | inhibition, % at 3 µM | 360,000 tested, 0.6% active | AID 602250;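 active means inhibition above a per-plate cutoff, the plate's mean sample inhibition plus 3 SD, cut at about 24% in these data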;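 further: 0% = DMSO plus EC80 ATP and 100% = DMSO alone without ATP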
CHRM5 antagonist – CHRM5 antagonism in calcium assay. CHO-hM5 cells, Fluo-8 calcium fluorescence, ACh EC80. inhibition, % at 3 µM. 360,000 tested, 0.59% active. P08912. AID 624040;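 active means inhibition above a per-plate cutoff, the mean of that plate's test compounds plus 3 SD, cut at about 27% in these data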;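 further: 0% = acetylcholine EC80 with DMSO and 100% = DMSO without agonist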
CHRM4 antagonist – antagonists of human muscarinic M4 receptor (CHRM4). AID 624125. P08173. CHO-hM4 cells, ACh EC80, Fluo-8 calcium fluorescence. 360,000 tested, 0.73% active. inhibition, % at 3 µM;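 active means inhibition above its plate's cutoff, the mean inhibition of sample wells plus 3 SD, cut at about 27% in these data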;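 further: 0% = acetylcholine EC80 with DMSO and 100% = DMSO without agonist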
CHRM4 agonist – CHRM4 agonism in calcium assay. activation, % at 3 µM. CHO-K1 hM4/Gqi5, Fluo-8 calcium fluorescence; vehicle 0%, full acetylcholine response 100%. P08173. 360,000 tested, 0.14% active;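 active means activation above the run mean over all test wells plus 3 SD, cut at about 32% in these data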;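 further: peak over basal fluorescence ratio per well then scaled between controls; 0% = DMSO wells and 100% = acetylcholine at EC100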
M5 ag – CHRM5 agonism in calcium assay. activation, % at 3 µM. CHO-K1 hM5 cells, Fluo-8 calcium fluorescence; 0% DMSO wells, 100% maximal acetylcholine response. P08912. 360,000 tested, 0.19% active;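 active means activation above the run's mean over test compounds plus 3 SD, cut at about 23% in these data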;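 further: signal is peak over basal fluorescence ratio across the kinetic read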
CHO-K1 Ca ag – nonselective activator or artifact in parental CHO-K1 cells. activation, % at 3 µM. 360,000 tested, 0.48% active. Fluo-8 calcium fluorescence; scaled to maximal ATP response, vehicle zero; in the data active means activation above about 15%;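 further: untransfected CHO-K1 host cells lacking M1 receptor as counterscreen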
The depositor's hits bear a star.

SMILES	CHRM5 PAM	CHO-K1 Ca PAM	CHRM4 PAM	CHO-K1 Ca antag	CHRM5 antagonist	CHRM4 antagonist	CHRM4 agonist	M5 ag	CHO-K1 Ca ag
Nc1ccc([As](=O)(O)O)cc1	-2	1	-6	0	9	5	0	0	0.4
Cc1cccc(CN2CCCC(C(=O)c3ccc(C(F)(F)F)cc3)C2)n1 (stereo not drawn)	-1	-10	-7	10	9	5	2	-4	0.3
COC(=O)C1=C(c2ccc(F)cc2OCc2ccccc2)C[C@@H]2CC[C@H]1N2C(=O)NCCNC(C)=O	4	8	-1	-14	6	-1	1	-3	-0.1
C=C[C@@H]1C[C@@]1(C)[C@@H](NP(=O)(c1ccccc1)c1ccccc1)c1ccccc1	-1	13	-2	-3	0	-7	5	8	12
O=C(CCc1nnc2ccc(NCc3ccc(F)cc3)nn12)N1CCC2(CC1)OCCO2	0	3	6	-9	3	-2	1	-4	0.1
CC(C)CCn1c(=O)c(C(=O)NCc2ccc3c(c2)OCO3)c(O)c2ccccc21	-6	-7	1	-5	4	1	2	-3	0.9
[Cl][Pt+2][Cl].[NH-]C1CCCCC1[NH-] (stereo not drawn)	-4	-7	-1	5	1	-4	1	1	0.2
CCOc1cc2c(cc1OCC)-n1cccc1C(c1cccc(F)c1)NC2 (stereo not drawn)	-1	8	-3	-5	6	-4	0	-7	1.0
CC12CCC3C(CCC4CC(=O)CCC43C)C1CC(=NO)C2=O (stereo not drawn)	-6	-9	4	-1	-6	0	1	-2	-0.6
CC(C)C(=O)Nc1ccc(S(=O)(=O)N2CC3CC(C2)c2cccc(=O)n2C3)cc1 (stereo not drawn)	2	-1	-3	-2	-5	0	1	2	1.5
CN(C)c1ccc(C=C2C(=O)NC(=O)NC2=O)cc1[N+](=O)[O-]	0	4	0	0	8	3	1	-1	-0.3
CCOP(=O)(OCC)Oc1cc(C)c(N(C)C)c(C)c1	-2	2	-6	-13	7	0	-1	-6	-0.5
COC(=O)c1ccccc1-n1c(C)nc2ccccc2c1=O	-4	6	10	-2	0	-11	1	-3	0.2
FC(F)(F)c1ccc(CNCCc2ccc3c(c2)OCO3)cc1	2	23	-3	-8	11	-4	2	-4	4.9
Cc1cc(/C=C2/C(=O)NC(=O)N(C)C2=O)c(C)n1-c1ccccc1	-1	-12	-8	-13	4	5	2	3	1.6
C[C@@H]1C(=O)O[C@H]2[C@H](O)[C@]34[C@@H]5OC(=O)[C@]3(OC3OC(=O)[C@H](O)C34[C@H](C(C)(C)C)[C@@H]5O)[C@@]12O (stereo partly drawn)	-5	4	-2	13	3	1	0	0	2.9
Cc1ccc2c(c1)CC1(CN2C)C(=O)NC(=O)N(c2cccc(C)c2C)C1=O (stereo not drawn)	4	13	4	0	-4	-2	2	1	0.5
CSc1ccc(C(=O)C2CCCN(Cc3cc4ccccc4[nH]3)C2)cc1 (stereo not drawn)	-3	-4	-13	14	-2	8	9	-3	1.3
COc1ccc(CN2CC3CC(C2)c2cccc(=O)n2C3)cc1OC (stereo not drawn)	-8	11	1	-22	4	-15	1	1	0.4
O=C(Cc1ccccc1)N1CCN(CC2CC3C=CC2C3)CC1 (stereo not drawn)	5	21	-9	-11	-3	1	1	-7	1.4
Oc1ccc(/C=N/NP(=S)(c2ccccc2)c2ccccc2)cc1	-9	-5	-4	17	6	7	0	2	0.4
CC/C(=N\N1CCCCCC1)c1c(O)n(-c2ccc(C)cc2)c(=O)[nH]c1=O	1	25	0	-11	-3	2	0	-3	1.4
Cn1c(O)c(C=Nc2ccc(F)cc2)c(=O)[nH]c1=O	2	15	-1	-14	10	2	0	-3	1.0
O=C(c1cccnc1)C1CCCN(Cc2nc(-c3cnccn3)no2)C1 (stereo not drawn)	9	13	2	-10	-9	6	0	-5	0.7
Cc1nc2ccccc2c(=O)n1-c1c(Cl)cccc1Cl	4	14	4	-10	-4	-15	4	-1	1.3
c1cc(CCN2CCCC2)ccn1	-3	8	-4	-5	12	20	0	-1	0.2
COC(=O)C1=C(c2c(C)noc2C)C[C@@H]2CC[C@H]1N2C(=O)NC1CCCCC1	5	9	-5	-6	4	-5	1	1	1.0
COC(=O)C1=C(c2ccc(OC)c(OC)c2)C[C@@H]2CC[C@H]1N2C(=O)NCCNC(C)=O	9	19	4	-20	5	5	1	3	1.0
O=C(Nc1ccccc1)N1CC2CC(C1)c1cccc(=O)n1C2 (stereo not drawn)	0	4	9	4	3	-7	3	-3	0.6
C=C1C2C[C@@]3([C@@H]1O)[C@@H](C[C@@H]2O)[C@@]12C4[C@@H]3C[C@@H]1[C@@](C)(CC[C@@H]2O)CN4CC	5	15	5	1	-3	-3	1	1	0.4
O=C1C2CCCN2C(c2ccc(Cl)c(Cl)c2)N1c1ccccn1 (stereo not drawn)	-1	9	2	1	-4	0	0	-13	0.2
COC(=O)C1=C(c2ccc(F)cc2OCc2ccccc2)C[C@@H]2CC[C@H]1N2C(=O)NCC1CC1	-2	23	6	-12	3	-11	-1	-1	-0.8
CCCCN1C(=O)/C(=C\c2ccco2)C(=O)N(CCc2ccccc2)C1=O	3	12	2	-15	-3	-10	2	0	3.0
O=C1NC(=O)N(Cc2cccs2)C(=O)/C1=C/c1ccc(N2CCOCC2)cc1	2	12	-7	6	13	-1	1	1	0.9
C=CCN1CCc2cccc3c2[C@H]1Cc1ccc(O)c(O)c1-3	5	-5	1	-4	-1	-2	1	2	0.6
O=C(Nc1ccccc1OC(=O)N1CCCCC1)N1CCCCC1	-1	20	6	-32	1	-5	2	3	0.9
O=C(Nc1cccc(Cl)c1)OCC#CCN1CCCC1	-23	0	-9	-15	17	5	9	-3	2.5
COC(=O)C1=C(c2ccc(C(C)=O)cc2)C[C@@H]2CC[C@H]1N2C(=O)NC1CC1	-1	17	10	-9	7	-7	2	3	0.5
O=c1c(/C=N/N2CCOCC2)c(O)n(-c2ccccc2)c(=S)n1-c1ccccc1	3	23	-2	-1	-6	-3	1	-1	4.4
Cc1ccccc1NC(=O)Cc1nc(COC(=O)Cc2ccccc2)cs1	2	13	1	-17	1	-13	10	-4	1.4
COC(=O)C(NC(=S)N1CC2C[C@@H](C1)Cn1c2cccc1=O)C(C)C (stereo partly drawn)	-2	4	-4	-20	2	-4	0	0	0.3
Cc1nc2ccccc2c(=O)n1-c1cc(F)ccc1F	3	12	-1	-7	8	1	1	-3	0.3
Cc1cc(C(=O)OCC(=O)Nc2ccc(F)cc2F)c(C)n1C1CC1	-1	5	4	-11	12	-10	2	-1	0.0
CCOc1ccc(-c2cc(C(=O)N3CCC4(CC3)OCCO4)c3ccccc3n2)cc1	-4	7	-6	-7	4	-8	3	-4	1.0
O=[N+]([O-])c1ccc(N2CCOCC2)c2c1no[n+]2[O-]	-6	5	6	-1	19	1	2	2	2.6
C[C@]12CC[C@H](O)C[C@H]1CC[C@@H]1[C@@H]2CC[C@]2(C)C(=O)CC[C@@H]12	-1	20	2	0	6	-5	8	2	2.7
O=C(c1ccc(Cl)cc1)C1CCCN(Cc2cccc3ncccc23)C1 (stereo not drawn)	-37	5	-36	8	34*	20	5	-13	9.3
COC(=O)C1=C(C(=O)OC)C2OC1c1cc3ccccc3cc12	-7	-10	-10	23	17	96*	14	0	3.9
C[C@H]1C/C=C/[C@H]2[C@H](O)[C@H](C)[C@@](C)(O)[C@H]3[C@H](Cc4ccccc4)NC(=O)[C@]32[C@H](O)/C=C/[C@](C)(O)C1	1	-2	14	1	2	-18	3	4	0.2
CN1CCN(Cc2cc3c(cc2[N+](=O)[O-])OCO3)CC1	1	13	2	-5	1	-4	1	0	0.5
CN(C)c1ccc(P(=S)(N(C)C)N(C)C)cc1	-4	10	5	-27	10	1	-1	-4	0.0
CN1CCN(c2ccc(/C=C3\C(=O)NC(=S)N(c4cccc(Br)c4)C3=O)o2)CC1	0	20	-3	-6	3	4	2	1	2.3
CC/C(=N\NC(=O)c1ccccc1)c1c(O)n(C2CCCCC2)c(=O)[nH]c1=O	-2	0	-3	-14	18	5	1	-1	0.2
CC(C(=O)c1c[nH]c2ccccc12)N1CCc2ccccc2C1 (stereo not drawn)	-8	17	3	-4	0	8	1	-3	0.8
O=C1NC(=S)N(c2ccc(Br)cc2)C(=O)/C1=C/N1CCN(C(=O)c2ccco2)CC1	7	4	-2	0	-1	4	2	3	1.1
Cn1cc(C(=O)N2CCOCC2)c2ccccc21	-4	-15	9	15	12	-1	1	1	-0.1
C[Se]C[C@@H](N)C(=O)O	-2	18	-6	-10	3	10	1	0	1.2
O=C(CNC(=O)OCc1ccccc1)Nc1ccc(Br)cc1C(=O)c1ccccc1Cl	-1	15	5	-8	-9	-2	-1	-1	0.7
CN(c1ccccc1)P(=O)(N1CC1)N1CC1	9	-7	12	-1	3	-4	1	7	0.3
CCC(=O)N1N=C2C3CCN(CC3)C2C1c1ccccc1 (stereo not drawn)	-2	0	7	-9	-1	6	2	-3	0.1

Complete entries, looked up by structure. Values in the order: CHRM5 PAM	CHO-K1 Ca PAM	CHRM4 PAM	CHO-K1 Ca antag	CHRM5 antagonist	CHRM4 antagonist	CHRM4 agonist	M5 ag	CHO-K1 Ca ag
`O=C(c1ccc(Cl)cc1)C1CCCN(Cc2cccc3ncccc23)C1` (stereo not drawn) is listed with -37	5	-36	8	34*	20	5	-13	9.3
`C=C[C@@H]1C[C@@]1(C)[C@@H](NP(=O)(c1ccccc1)c1ccccc1)c1ccccc1` is listed with -1	13	-2	-3	0	-7	5	8	12
`Cn1cc(C(=O)N2CCOCC2)c2ccccc21` is listed with -4	-15	9	15	12	-1	1	1	-0.1
`CCOc1cc2c(cc1OCC)-n1cccc1C(c1cccc(F)c1)NC2` (stereo not drawn) is listed with -1	8	-3	-5	6	-4	0	-7	1.0
`CN1CCN(Cc2cc3c(cc2[N+](=O)[O-])OCO3)CC1` is listed with 1	13	2	-5	1	-4	1	0	0.5

New compounds follow:
SMILES	CHRM5 PAM	CHO-K1 Ca PAM	CHRM4 PAM	CHO-K1 Ca antag	CHRM5 antagonist	CHRM4 antagonist	CHRM4 agonist	M5 ag	CHO-K1 Ca ag
Cc1ccc2c(c1)CC1(CN2C)C(=O)NC(=O)N(c2ccc(C)c(C)c2)C1=O (stereo not drawn)	5	-4	2	4	7	0	1	3	-0.1
O=c1[nH]c(O)c(Cc2ccc3c(c2)OCO3)c(=O)[nH]1	4	20	9	-9	1	1	0	-2	0.4
O=C(COc1ccccc1)NCCc1cnc[nH]1	-2	-9	6	-12	0	-6	1	-2	3.0
c1cncc(CNC2=NCCC2)c1	-3	17	7	-12	2	-3	0	-4	-0.3
CO[C@@H]1C=CC23c4cc5c(cc4CO[C@]2(O)CN(C)[C@H]3C1)OCO5 (stereo partly drawn)	12	4	12	2	-6	-12	1	-1	0.4
COC(=O)C1=C(c2ccc(F)cc2OCc2ccccc2)C[C@@H]2CC[C@H]1N2C(=O)NCc1cccc(C(F)(F)F)c1	-25	18	-7	-15	15	-5	7	-5	0.8
Cc1ccc(N2C(=O)NC(=O)/C(=C/c3cnn(-c4ccc(C)cc4)c3)C2=O)cc1	-9	17	0	-12	5	-5	0	0	-0.1
O=C1NC(=O)N(Cc2ccc(F)cc2)C(=O)/C1=C\c1ccc(N2CCCC2)cc1	-4	9	-14	-6	14	2	2	2	2.1
COc1cc2c(cc1O)[C@@H]1Cc3ccc(OC)c(O)c3CN1CC2	4	8	4	10	-1	9	1	1	1.0
CCCCCCCCC(=O)NCc1ccc(O)c(OC)c1	-6	-10	-7	10	7	8	0	0	0.1

These rows are one share of the data. The share of hits here may be higher or lower than overall.
